SNCA viab count: counter-screen for SNCA expression inhibitors: cell viability; HEK-293-SNCA-luc viability, GF-AFC fluorescence, 24 h; Potency, µM (highest dose often 57.1 µM), for inactives: top-dose activity change, negative = cytotoxicity, hits mostly cytotoxic; 0.12% of 150,000 active; AID 1671193;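 also: potency is read from the fitted curve at half-maximal effect; 0% = DMSO-treated cells and -100% = medium-only wells without cells; nearly all actives have a fitted effect of over 30% in size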
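HEK-293-SNCA-luc cells (1500/well) plated 24 h, then exposed 24 h to a dilution series; GF-AFC added 30 min at 37C, fluorescence 405/540 nm; normalised to medium-only and DMSO wells, Hill fit.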
FLuc inh: Photinus pyralis luciferase inhibition | Potency, µM (top dose mostly 115 µM), inactives show at the top dose activity change, negative = inhibition, usual class: inhibitors | 2.5% of 76,000 active | AID 1347043 | purified P. pyralis luciferase, luminescence, biochemical; also: potency is read from the fitted curve at half-maximal effect; nearly all actives have a fitted effect of over 65% in size
Target sequence (P08659 whole entry, looked up): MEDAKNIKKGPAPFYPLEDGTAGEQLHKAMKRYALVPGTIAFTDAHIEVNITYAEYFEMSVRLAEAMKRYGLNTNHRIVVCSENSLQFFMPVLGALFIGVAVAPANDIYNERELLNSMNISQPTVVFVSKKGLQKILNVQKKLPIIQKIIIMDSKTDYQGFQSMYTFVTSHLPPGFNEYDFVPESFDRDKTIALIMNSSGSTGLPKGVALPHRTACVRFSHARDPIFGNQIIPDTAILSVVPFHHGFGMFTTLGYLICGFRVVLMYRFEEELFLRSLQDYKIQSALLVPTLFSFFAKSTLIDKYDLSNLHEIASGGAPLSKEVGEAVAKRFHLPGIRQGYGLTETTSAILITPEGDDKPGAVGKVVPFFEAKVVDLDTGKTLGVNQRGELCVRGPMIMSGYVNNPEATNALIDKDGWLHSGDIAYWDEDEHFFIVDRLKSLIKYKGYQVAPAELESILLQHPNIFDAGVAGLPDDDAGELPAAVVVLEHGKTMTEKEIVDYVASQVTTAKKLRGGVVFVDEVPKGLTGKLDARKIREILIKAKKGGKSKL
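Biochemical qHTS: compound (6-point titration) added to 10uM D-luciferin plus 10uM ATP in Tris acetate pH 7.5 buffer with Mg, Tween-20 and BSA, then purified enzyme at 10nM; light output imaged.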
GPT2 inh: blocks human glutamate pyruvate transaminase 2; Q8TD30; Recombinant GPT2, coupled pyruvate oxidase/HRP Amplex Red fluorescence; Potency, µM (titrated, usually from 57.7 µM), without a hit: at the top dose activity change, negative = inhibition, hits mostly inhibitors; 0.25% of 100,000 active; also: potency is read from the fitted curve at half-maximal effect; nearly all actives have a fitted effect of over 60% in size; many of its hits are not listed in these tables
Target sequence (Q8TD30 whole entry, looked up): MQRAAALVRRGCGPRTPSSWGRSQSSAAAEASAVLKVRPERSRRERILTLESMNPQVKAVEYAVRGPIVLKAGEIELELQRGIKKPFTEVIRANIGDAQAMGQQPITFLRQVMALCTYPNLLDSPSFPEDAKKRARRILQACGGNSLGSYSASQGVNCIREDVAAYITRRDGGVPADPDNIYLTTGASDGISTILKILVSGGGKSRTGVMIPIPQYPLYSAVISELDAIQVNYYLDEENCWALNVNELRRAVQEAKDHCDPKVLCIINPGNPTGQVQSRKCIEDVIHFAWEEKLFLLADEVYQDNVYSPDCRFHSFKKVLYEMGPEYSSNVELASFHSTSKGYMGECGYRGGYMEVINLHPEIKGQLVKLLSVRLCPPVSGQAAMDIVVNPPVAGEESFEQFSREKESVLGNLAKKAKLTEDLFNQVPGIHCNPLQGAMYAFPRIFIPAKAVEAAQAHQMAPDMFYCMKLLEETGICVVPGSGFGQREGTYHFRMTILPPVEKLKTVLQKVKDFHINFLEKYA
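Fluorescence of coupled pyruvate oxidase/HRP/Amplex Red system (50uM Amplex, 30 min, dark) reports pyruvate formed by GPT2. Enzyme reaction: 10ng/uL GPT2, 2mM L-alanine, 250uM a-KG, 30 min room temperature, pH 7.5; 50uM AOA control.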
HEK cytotox: HEK 293 cell cytotoxicity. Potency, µM (doses to about 115 µM), for the others: at the top dose activity change, negative = cytotoxicity, actives largely listed as inhibitors. 6.6% of 94,000 active. HEK 293 viability, ATP luminescence (CellTiter-Glo), 48-72 h. AID 1345083; also: potency is read from the fitted curve at half-maximal effect; nearly all actives have a fitted effect of over 60% in size
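Viability of HEK 293 cells, plated at 250 cells/well, was judged by cellular ATP after compound treatment for 48 or 72 hr. Luminescence was imaged 10 min after CellTiter-Glo addition at room temperature.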
3T3 cytotox: NIH 3T3 cell cytotoxicity; 4.3% of 94,000 active; Potency, µM (doses to about 96.7 µM), for the others: at the highest dose activity change, negative = cytotoxicity, usual class: inhibitors; NIH 3T3 viability, CellTiter-Glo ATP luminescence, 48-72 h; AID 1345082; also: potency is read from the fitted curve at half-maximal effect; nearly all actives have a fitted effect of over 55% in size
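NIH 3T3 cells at 400 cells/well received 23 nL of compound by pintool and were incubated 48 or 72 h at 37 °C. Viability was read as ATP-coupled CellTiter-Glo luminescence.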
SNCA expr inh: inhibitors of alpha-synuclein (SNCA) gene expression. HEK-293 SNCA-luciferase knock-in, luminescence, 24 h. Potency, µM (top dose mostly 57.2 µM), without a hit: at the highest dose activity change, negative = inhibition, most hits filed as inhibitors. 0.17% of 140,000 active;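 also: potency is read from the fitted curve at half-maximal effect; plate controls were DMSO cells for no effect and cell-free wells for full effect; nearly all actives have a fitted effect of over 45% in size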
IP6K1 inh: blocks human inositol hexakisphosphate kinase 1 | IP6K1 kinase, ADP-Glo luminescence, 2 h; active compounds read low | activity change, % (series mostly up to about 58 µM) | Q92551 | 0.81% of 140,000 active; in the data active = activity change below about -25%
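ADP-Glo luminescence measures ADP made by human IP6K1 during a 2 h RT reaction with ATP/IP6 (mix at 1.3 mM/130 uM); top library doses 57.5 and 19.1 uM final.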
Active calls of the source: *; i = inactive; u = inconclusive; x = no result given; [ ] = dose if it differs, or a comment. Unless noted, calls follow the shape of the dose curve; as a rule, active = well fitted curve in the direction sought with a large enough effect; inconclusive = small, poorly fitted or top-dose-only effect, or another doubt; inactive = no such curve, though single readings can be large; an effect the other way counts as inactive or inconclusive. Unless noted, % is scaled to controls: 0 for no effect and ±100 for the full control effect. The list is partial. The share of hits here may be higher or lower than overall.

SMILES | SNCA viab count | FLuc inh | GPT2 inh | HEK cytotox | 3T3 cytotox | SNCA expr inh | IP6K1 inh
COCCN1Cc2ccc(Nc3cccnc3)nc2C(C)(C(=O)Nc2ccccc2C)C1 (stereo not drawn) | -13%[87.6 µM] | 63µM* | 4%[88.5 µM] | u | u | -24%[87.6 µM] | 11
Cc1ncccc1C(=O)NCC12CCCC=C1NC(=O)CC2 (stereo not drawn) | 7% | 9% | -13% | 2% | 3% | 12% | 8
O=C(CCn1c(=O)c2cccn2c2cccnc21)NCc1ccccc1F | -3% | x | x | x | x | 24% | 33
CCOc1ccc(C(=O)N2CCCN(C(=O)C3CC3)c3ccccc32)cc1 | -1% | 7% | i | u | -9% | -6% | -2
O=C(CCc1nnn2c1CN(C(=O)NCc1ccccc1)CC2)N1CCCC1 | 10% | x | u | 3% | -4% | -6% | -4
Cc1c(CN2CCN(C(=O)C(C)C)CC2)sc2c(N3CCOCC3)nc(-c3cnc(N)nc3)nc12 | u | x | -10% | x | x | -17% | x
COCCN1CCC(N2CCN(S(=O)(=O)c3ccc(Cl)cc3C)CC2)C1=O (stereo not drawn) | 1% | 3% | i | -15% | -2% | -1% | -2
COCCOC1CN(C2CCN(C(=O)c3ccc(OC)c(F)c3)CC2)C12CCCCC2 (stereo not drawn) | -4% | 1% | -16% | -18% | -10% | 6% | 15
O=c1c2oc3ccccc3c2n(Cc2cccc(C(F)(F)F)c2)c(=O)n1Cc1ccc2c(c1)OCO2 | 12% | x | x | x | x | 16% | -4
Cn1c(Cn2cccn2)nnc1C1CC(NC(=O)CN2CCCCCCC2)C1 (stereo not drawn) | -9% | 0% | -4%[11.5 µM] | -20% | -4% | 15% | 28
Cc1noc(-c2ccc(C(C)(C)C)cc2)c1C(=O)NCc1ccc(F)cc1F | 14% | -5% | -20% | u | u | -9% | 15
c1cc(-c2nc(CC3CCNC3)no2)ccn1 (stereo not drawn) | 10% | 8% | 4% | 8% | 1% | -22% | 0
Cc1c(Cl)ccc2sc(N3CCN(C(=O)c4ccco4)CC3)nc12 | 7% | x | x | x | x | 134%[activator] | 3
COc1cccc(NC(=O)N[C@H]2CCN(C(=O)CSC)[C@@H]2C(=O)N[C@H](Cc2ccccc2)C(N)=O)c1 | 12% | -2% | i | -2% | 2% | -10% | -2
CCc1ccc(CN2CCN(Cc3ccc(F)c(F)c3)C(CCO)C2)o1 (stereo not drawn) | -3% | -1% | -9% | u | u | -18% | -11
Cc1ccccc1Cn1c(CCCNC(=O)C2CCCCC2)nc2ccccc21 | -19% | x | x | x | x | -9% | 4
C[S+](=O)([O-])N1CCN(c2cccc(C=O)c2)C(=O)C1 | 6%[87.6 µM] | x | i | i | i | 1%[87.6 µM] | 9
Cc1ccc(CNC(=O)C2CCCN(S(=O)(=O)c3cccc4nsnc34)C2)cc1 (stereo not drawn) | 4% | x | x | x | x | -1% | 12
CC(C)(C)CC(=O)N[C@H]1C[C@H]2C(=O)Nc3ccccc3C(=O)N2C1 | 3%[87.6 µM] | 7%[172 µM] | 1%[88.5 µM] | -1%[172 µM] | -3%[174 µM] | -14%[87.6 µM] | -17
COCc1cc(CC2(NCc3ccccc3)COC2)no1 | 3%[87.6 µM] | -7%[230 µM] | 1%[88.5 µM] | -18%[230 µM] | -13%[230 µM] | -10%[87.6 µM] | 17
CCn1nccc1C(=O)N1CCCn2cc(-c3ccccc3F)nc21 | -4% | -6% | i | -10% | 3% | 7% | 1
CCC(=O)C1=C(c2ccc(OC)c(OC)c2)N(C(=O)CC)n2c(CC)nnc2S1 | -3% | x | x | x | x | 22% | 9
CCOC(=O)c1ccc(NC(=O)Cn2c(N3CCOCC3)nc(CC)cc2=O)cc1 | -16% | 0% | i | u | u | 1% | 3
O=C(NCCN1CCCCC1)[C@H]1C[C@@H](O)[C@H](O)[C@@H]2N=C(Nc3ccc4c(c3)OCO4)S[C@@H]21 | 3% | 6% | i | i | 2% | -6% | -16
O=C(NC(C(=O)NCc1ccccc1)C1CCN(C(=O)c2ccc(F)cc2)CC1)c1ccccc1 (stereo not drawn) | 9% | -3% | -1% | i | -10% | -3% | -10

Reprinted from the part before: 5 entries, then new ones.
SMILES | SNCA viab count | FLuc inh | GPT2 inh | HEK cytotox | 3T3 cytotox | SNCA expr inh | IP6K1 inh
CCn1nccc1C(=O)N1CCCn2cc(-c3ccccc3F)nc21 | -4% | -6% | i | -10% | 3% | 7% | 1
CCC(=O)C1=C(c2ccc(OC)c(OC)c2)N(C(=O)CC)n2c(CC)nnc2S1 | -3% | x | x | x | x | 22% | 9
CCOC(=O)c1ccc(NC(=O)Cn2c(N3CCOCC3)nc(CC)cc2=O)cc1 | -16% | 0% | i | u | u | 1% | 3
O=C(NCCN1CCCCC1)[C@H]1C[C@@H](O)[C@H](O)[C@@H]2N=C(Nc3ccc4c(c3)OCO4)S[C@@H]21 | 3% | 6% | i | i | 2% | -6% | -16
O=C(NC(C(=O)NCc1ccccc1)C1CCN(C(=O)c2ccc(F)cc2)CC1)c1ccccc1 (stereo not drawn) | 9% | -3% | -1% | i | -10% | -3% | -10
Cc1cc(C)c(NC(=O)Cn2c(=O)n(Cc3ccc4c(c3)OCO4)c(=O)c3ccc(C(=O)NC4CCCCC4)cc32)c(C)c1 | 11% | x | x | x | x | -14% | 3
COCc1noc([C@@H]2CN(Cc3ccccc3F)C[C@H]2COC)n1 | 1% | -13% | -2% | 1% | -2% | 30% | -7
Cc1ccc(C(=O)c2ccc(CC(=O)O)n2C)cc1 | -17%[23.9 µM] | x | i | x | x | -28%[25.6 µM] | 5
CCOC(=O)CCNC(=O)N1CCc2c(nc(-c3ccc(F)cc3)[nH]c2=O)C1 | 0% | 8% | i | 0% | 2% | u | 2
CC1(C)CC2=C3C=CC4C5(C)CCC(O)C(C)(C)C5CCC4(C)C3(C)CCC2(C)C(O)C1 (stereo not drawn) | -23%[23.9 µM] | x | i | x | x | x | -3
CCOc1ccccc1NC(=O)NCCc1ncc(C)n1CCOC | -5% | 6% | 4% | -17% | -3% | 3% | 5
COC[C@]1(O)CCN(C(=O)c2ccccc2C(F)(F)F)CC1(C)C | 9% | 6% | -6% | -13% | 1% | 3% | 11
O=C1NC2(CCCN(C(=O)c3ccc(C(F)(F)F)cc3)C2)COc2ccccc21 (stereo not drawn) | -2% | 16% | -13% | u | u | 11% | 10
CCc1cc(CN(C)C(=O)c2oc3cc(OC)ccc3c2C)on1 | 1% | -1% | 1% | u | u | -23% | -5
Cc1ccc(C(C)C)c(OCC(=O)Nc2ccc(S(=O)(=O)Nc3onc(C)c3C)cc2)c1 | 3% | x | x | x | x | 1% | -9
Cc1ccccc1-n1c2nc(=O)[nH]c(=O)c-2cc2c(Cl)cccc21 | 9% | x | x | x | x | u | -15
COc1ccc(Cl)cc1NC(=O)CCC1CCCN(C(=O)c2ccnn2C)C1 (stereo not drawn) | -1% | -12% | -27% | u | u | 10% | 17
CCN(CC)C(=O)CN(C)Cc1ccc(=O)n(CC)c1 | 6% | -2% | -13% | -23% | -6% | -5% | 1
c1ccc2sc([C@H]3CCN(C4CCC4)C3)nc2c1 | -11%[87.6 µM] | 1.6µM* | i | u | -13%[230 µM] | u | 16
Cc1ccc(C)c(N2CCN(CCCNC(=O)c3cnn(-c4ccc(F)cc4)c3C3CCN(C(=O)OC(C)(C)C)CC3)CC2)c1 | 11% | x | x | x | x | 1% | -4
CCCN1CCCCC12Cc1ccccc1CN(C(=O)c1c(C)noc1C)C2 (stereo not drawn) | -1% | x | i | u | 32µM* | 2% | -15
Cc1cc(=O)[nH]c2nnc(SCC(=O)Nc3ccc(OC(F)(F)F)cc3)n12 | 2% | x | x | x | x | 7% | -25*
CCN(CC)CCOC(=O)c1ccc(NC(=O)CSc2cc(=O)n(CC)c3ccccc23)cc1 | -1% | x | x | x | x | 33%[activator] | 4
O=C(Nc1ccc(F)cc1F)c1cc(S(=O)(=O)N2CCCCC2)c[nH]1 | 2% | x | x | x | x | -25% | -1
CCN(C1CCOCC1)C1CN(C(=O)c2cccnc2)C1 | 15% | 0% | 1% | -1% | -5% | 0% | 3
O=C(Nc1ccc(Cl)cc1Cl)c1cnn2c1CN(C(=O)c1cccnc1)CC2 | 0% | x | i | i | -8% | u | 2
C[C@@H](NC(=O)c1cnccn1)c1onc(-c2cccnc2)c1C(=O)O | 2%[87.6 µM] | 7%[172 µM] | 4%[88.5 µM] | 1%[172 µM] | 1%[138 µM] | 7%[87.6 µM] | 13
O=C(O)CC[C@@H]1CN(c2nnnn2-c2ccccc2)CC[C@@H]1N1CCOCC1 | 1% | -9% | 0% | 6% | i | 20% | 1
CCNc1cc(NC2CCC(O)CC2)nc(Nc2ccc3c(ccn3Cc3ccccc3)c2)n1 (stereo not drawn) | -10% | x | u | x | x | -6% | x
O=C(C1CCCN1C(=O)Nc1ccccc1)N1CCC(N2CCCC2=O)CC1 (stereo not drawn) | -4% | x | u | 4% | i | 12% | -5
(more compounds)
SMILES | SNCA viab count | FLuc inh | GPT2 inh | HEK cytotox | 3T3 cytotox | SNCA expr inh | IP6K1 inh
COc1ccc(OCC(=O)NC2CCN(c3cc(-c4ccccc4)[nH]n3)CC2)cc1 | 4% | -5% | -22% | u | u | -4% | 13
CC(C)C(=O)c1c(C(C)C)nn2ccccc12 | 2% | x | i | x | x | 5% | 13
COc1ccc(C(=O)N2CC[C@@H]3COCCN(Cc4cccnc4)[C@@H]3C2)c(OC)c1 | u | -3% | i | 2% | -3% | u | -10
CC(C)CN1C(=O)c2cccn2CC1C(=O)NCC1CCN(Cc2cccc(F)c2)CC1 (stereo not drawn) | -16% | -5% | i | -26% | -14% | -15% | 0
CCc1c[nH]c2ncnc(N3CC[C@](N)(CNC(=O)c4ccc(F)cc4F)C3)c12 | -27% | x | -4% | x | x | x | 0
C/C=C/CN1C[C@@H](NC(=O)c2cccc(N(C)C)c2)C[C@H]1C(=O)NCC | u | -2% | i | -15% | -10% | 28% | 1
CN(C)C(=O)c1ccnc2[nH]ccc12 | u | x | i | u | u | -4%[87.6 µM] | -3
COCCC1(NS(C)(=O)=O)CCN(C(=O)c2ccc(C)nc2)CC1 | u | 0% | i | i | -1% | 12% | 2
O=C(NCc1nnc2ccc(-c3ccccc3)nn12)c1ccccc1Cl | -18% | -7% | i | u | -8% | 5% | 8
COc1ccccc1OCCCn1c(C2CC(=O)N(c3ccc(F)cc3)C2)nc2ccccc21 (stereo not drawn) | u | x | x | x | x | 4% | -1
C=CCOc1cccc(C(=O)N2CC[C@@](O)(C3CCOCC3)[C@H](C)C2)c1 | 0% | 9% | -2% | 4% | i | u | 9
CCOC(=O)c1ccc(NC(=O)c2ccc3c(c2)c(C)c(C)n3Cc2ccc(F)cc2)cc1 | -25% | x | x | x | x | u | 31
CN1CCC2(Cc3ccccc3CN(C(=O)Cc3cccc(Cl)c3)C2)C1 (stereo not drawn) | -3% | x | i | u | u | -24% | -18

Assay outcomes as filed in PubChem BioAssay.
